Bioassay records: PubChem, NMMLSC
GRK2 inh = human GRK2 inhibition via aptamer displacement; inhibition of aptamer binding, % at 10 µM; bead flow cytometry, FAM-aptamer displacement from GRK2; AID 488847; P25098; actives 0.59% (n = 330,000);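 active = inhibition of aptamer binding above 40%, roughly 3 SD of noise, on plates passing a quality check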;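 note: median bead fluorescence of bound FAM aptamer so fluorescent compounds give negative values; no value below 0 was filed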
Target sequence (P25098 whole entry, looked up): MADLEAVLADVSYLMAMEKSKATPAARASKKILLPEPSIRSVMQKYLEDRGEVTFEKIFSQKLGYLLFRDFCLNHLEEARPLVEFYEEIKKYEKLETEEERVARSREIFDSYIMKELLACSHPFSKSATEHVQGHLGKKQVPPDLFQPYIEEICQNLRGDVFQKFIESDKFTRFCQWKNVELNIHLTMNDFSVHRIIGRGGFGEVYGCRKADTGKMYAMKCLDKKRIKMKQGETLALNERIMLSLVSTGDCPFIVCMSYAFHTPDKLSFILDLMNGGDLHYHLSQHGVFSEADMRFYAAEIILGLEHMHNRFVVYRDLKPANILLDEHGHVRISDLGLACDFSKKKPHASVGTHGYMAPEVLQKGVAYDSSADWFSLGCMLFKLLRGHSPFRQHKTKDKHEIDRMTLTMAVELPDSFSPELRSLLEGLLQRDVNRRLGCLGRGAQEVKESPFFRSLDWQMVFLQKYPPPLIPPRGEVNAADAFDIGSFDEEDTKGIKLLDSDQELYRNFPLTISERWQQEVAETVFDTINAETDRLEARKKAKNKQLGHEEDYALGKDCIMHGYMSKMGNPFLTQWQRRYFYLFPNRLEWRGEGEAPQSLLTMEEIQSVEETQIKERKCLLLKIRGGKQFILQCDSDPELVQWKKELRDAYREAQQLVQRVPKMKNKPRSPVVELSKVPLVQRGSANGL
Yeast superoxide = caloric restriction mimetics inhibiting age-related superoxide in yeast; S. cerevisiae aged cells, superoxide DHE fluorescence; hits give low values; superoxide response (% of plate mean), % at 10 µM; actives 0.18% (n = 330,000);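 active = superoxide response under a set limit, about three screen SD below normal, cut at about 65% in these data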;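 note: yeast aged for seven days with compound at 30 °C before DHE staining; 100% = average MFI of all compound-treated wells on the plate with controls excluded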
LAP4 TOR yeast = yeast TOR pathway LAP4-GFP modulation | AID 2023 | actives 0.34% (n = 320,000) | GFP response vs DMSO, % at 10 µM | S. cerevisiae LAP4-GFP multiplex, flow cytometry GFP, 3 h; median GFP as percent of DMSO wells;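 active = GFP response vs DMSO above a set limit, about the screen mean plus 3 SD, cut at about 150% in these data; inconclusive = under 70 cell events counted for the yeast strain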
VLA-4 inh = inhibition in a human VLA-4 binding assay. VLA-4 expressing cells, ligand binding flow cytometry. actives 0.2% (n = 330,000). AID 2557. inhibition, % (about 7 µM as worked out from the volumes in the protocol); in the data active = inhibition above about 50%
MEP2 TOR yeast = modulators of TOR pathway MEP2-GFP in S. cerevisiae; actives 0.51% (n = 330,000); GFP response vs DMSO, % at 10 µM; S. cerevisiae MEP2-GFP strain, flow cytometry GFP, 3 h; 100% = DMSO control level;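 active = GFP response versus DMSO above a set limit, roughly screen mean plus 3 SD, cut at about 180% in these data; inconclusive = fewer than 70 cells counted for a yeast strain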;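 note: median GFP fluorescence of the barcode-gated MEP2-GFP cells per well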
AGP1 TOR yeast = yeast TOR pathway AGP1-GFP modulation; S. cerevisiae AGP1-GFP multiplex flow cytometry, 3 h; GFP as percent of DMSO wells; GFP response vs DMSO, % at 10 µM; actives 0.02% (n = 320,000); AID 2066;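 active = GFP response relative to DMSO above a set limit, near screen average plus 3 SD, cut at about 150% in these data; inconclusive = fewer than 70 cells counted for the yeast strain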;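 note: median GFP channel fluorescence of the gated AGP1 strain per well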
RPL19A-GFP yeast = alters RPL19A-GFP fluorescence in TOR pathway yeast screen; percent response vs DMSO, % at 10 µM; S. cerevisiae RPL19A-GFP strain, flow cytometry, 3 h; hits give low values; AID 2025; actives 0.3% (n = 330,000);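 active = percent response vs DMSO below 50%; inconclusive = fewer than 70 events counted for the yeast strain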;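 note: median channel GFP fluorescence of the barcoded RPL19A-GFP strain; ratio of sample median GFP to plate DMSO average so 100% = DMSO; lower means less RPL19A-GFP as with rapamycin TOR inhibition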
CIT2-GFP yeast = alters CIT2-GFP fluorescence in TOR pathway yeast screen | actives 0.065% (n = 320,000) | AID 2029 | S. cerevisiae CIT2-GFP strain, flow cytometry, 3 h; 100 means same as DMSO wells | GFP response vs DMSO, % at 10 µM;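 active = GFP response relative to DMSO above a set limit, near the screen mean plus 3 SD, cut at about 150% in these data; inconclusive = Fewer than 70 cells measured for a yeast strain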;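 note: ratio of well median GFP fluorescence to mean of DMSO wells on the plate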
* hit, by the source's call; i = inactive; ? = inconclusive; nt = not tested or not shown; [ ] = remark or other dose.

SMILES | GRK2 inh | Yeast superoxide | LAP4 TOR yeast | VLA-4 inh | MEP2 TOR yeast | AGP1 TOR yeast | RPL19A-GFP yeast | CIT2-GFP yeast
Oc1ccccc1OCCOc1ccccc1OCCOc1ccccc1O | 0 | 100 | 93 | -10 | 103 | 59 | 113 | 96
COc1cccc(C(C)N(C)Cc2nc(-c3ccoc3)oc2C)c1 (stereo not drawn) | 0 | 104 | 99 | -5 | 103 | 102 | 98 | 105
CN1C(=S)SC(N(O)C(=O)Nc2ccccc2)C1(C)C (stereo not drawn) | 4 | 89 | 99 | 3 | 100 | 104 | 97 | 105
CC(=O)Nc1nc2ccccc2n1CCOc1ccccc1 | 0 | 92 | 94 | -1 | 92 | 97 | 92 | 93
O=C(NCc1ccccc1)C1CCC1 | 1 | 105 | 93 | -2 | 104 | 103 | 104 | 104
COc1cccc(NC(=O)CSc2nnc(-c3ccco3)c(-c3ccco3)n2)c1 | 6 | 106 | 102 | 3 | 99 | 99 | 98 | 98
COc1ccccc1CNC(=O)c1ccc(C)s1 | 0 | 94 | 100 | 7 | 102 | 108 | 96 | 99
CCCc1nc(SCC(=O)O)c2sc(=S)n(-c3ccccc3)c2n1 | 3 | 99 | 100 | 5 | 105 | 92 | 106 | 95
CCCS(=O)(=O)c1c(S(=O)(=O)CCC)c2c(C)cccn2c1C(=O)N/N=C/c1cc(O)cc(O)c1 | 0 | 87 | 104 | 11 | 100 | 103 | 98 | 102
COc1ccc(C(=O)COC(=O)c2nn(C)c(=O)c3ccccc23)c(OC)c1 | 14 | 100 | 87 | 6 | 89 | 84 | 94 | 79
CN(C(=O)COc1ccccc1)c1nnc(-c2cccnc2)s1 | 2 | 102 | 99 | 8 | 92 | 86 | 97 | 79
O=C(Nc1ccc(Br)cc1F)c1ccc2c(c1)N(Cc1ccccc1)C(=O)CS2=O (stereo not drawn) | 2 | 114 | 94 | 21 | 111 | 76 | 98 | 76
COc1ccc(N2C(=O)CC(NC3CC3)C2=O)cc1 (stereo not drawn) | 0 | 101 | 107 | 1 | 97 | 95 | 100 | 94
NNC(=O)c1ccc(COc2cccc3cccnc23)cc1 | 3 | 77 | 94 | -3 | 101 | 104 | 105 | 101
Cc1ccc(OC(=O)CN2C(=O)c3ccccc3C2=O)cc1C | 0 | 92 | 111 | 5 | 100 | 99 | 94 | 90
CCN(C(=O)CSc1ccc2ccccc2c1)C1CCS(=O)(=O)C1 (stereo not drawn) | 3 | 109 | 89 | 25 | 101 | 98 | 101 | 101
CC[C@H]1CN2CCc3cc(OC)c(OC)cc3[C@@H]2C[C@@H]1C[C@H]1NCCc2cc(OC)c(OC)cc21 | 0 | 99 | 105 | 18 | 94 | 85 | 96 | 83
N#Cc1ccc(S(=O)(=O)NC2CCCCNC2=O)cc1 (stereo not drawn) | 1 | 108 | 92 | 4 | 102 | 96 | 101 | 97
CCc1nc(-c2ccccc2)cc(=O)[nH]1 | 0 | 119 | 98 | 9 | 99 | 100 | 98 | 98
Cc1cc(C)n(-c2ccc(C(=O)Nc3ccc(C)c(S(=O)(=O)N4CCOCC4)c3)cc2)n1 | 1 | 90 | 102 | 1 | 105 | 100 | 95 | 107
O=C(Nc1ccc(Cl)cc1)Nc1ccccc1NS(=O)(=O)c1cccs1 | 0 | 86 | 94 | 4 | 104 | 102 | 106 | 97
CCOc1ccc(CCNC(=O)COC(=O)c2c(OC)cccc2OC)cc1OCC | 2 | 97 | 106 | 10 | 102 | 103 | 101 | 101
COc1ccc(CN2CCN(C(=O)c3cccs3)CC2)cc1Br | 0 | 91 | 99 | -4 | 100 | 100 | 97 | 101
CC1CC(C)CN(S(=O)(=O)c2ccc3c(c2)oc(=O)n3CC(=O)N2CCOCC2)C1 (stereo not drawn) | 4 | 102 | 99 | 15 | 96 | 102 | 99 | 105
CCOC(=O)N1CCN(c2c(N3CCN(c4ccc(OC)cc4)CC3)c(=O)c2=O)CC1 | 0 | 97 | 95 | 9 | 108 | 103 | 103 | 104
Other structures follow.
SMILES | GRK2 inh | Yeast superoxide | LAP4 TOR yeast | VLA-4 inh | MEP2 TOR yeast | AGP1 TOR yeast | RPL19A-GFP yeast | CIT2-GFP yeast
O=C(NCc1nnc(SC/C=C/c2ccccc2)o1)c1ccco1 | 2 | 88 | 104 | 5 | 95 | 99 | 104 | 90
Cc1ccc(C(=O)c2cc(C)sc2NC(=O)CN2CCN(C(=O)c3ccco3)CC2)cc1 | 2 | 89 | nt | 4 | 112 | 98 | 94 | 112
O=C(CSCCc1ccccn1)Nc1cccnc1Cl | 0 | 133 | 95 | 1 | 100 | 94 | 94 | 99
C/C(=N\Nc1nccnc1Cl)c1ccc(O)cc1 | 2 | 105 | 96 | 17 | 105 | 102 | 100 | 104
CCn1c(SCC(=O)Nc2nc(-c3ccccc3)cs2)nnc1-c1ccccc1O | 0 | 106 | 102 | 15 | 95 | 100 | 96 | 102
CSc1nc2n(n1)C(c1cc(Br)ccc1F)C(C(=O)N(C)C)=C(C)N2 (stereo not drawn) | 3 | 95 | 101 | 0 | 105 | 100 | 102 | 100
COc1ccc2c(-c3ccccc3)cc(SCC(N)=O)nc2c1 | 0 | 124 | 92 | -102 | 93 | 96 | 99 | 72
C=CCN(Cc1nc(-c2cc(OC)c3c(c2)OCO3)oc1C)C1CCS(=O)(=O)C1 (stereo not drawn) | 0 | 82 | 97 | 13 | 111 | 107 | 109 | 109
COc1cccc(/C=N/Nc2cc(Cl)nc(C)n2)c1O | 4 | 73 | 94 | -3 | 97 | 99 | 99 | 102
COc1cccc(C(=O)NCC2CCCN2S(=O)(=O)c2cccs2)c1 (stereo not drawn) | 0 | 111 | 109 | 8 | 98 | 110 | 99 | 93
COc1ccc(N/C(=C(/C(Cl)=C(Cl)Cl)[N+](=O)[O-])n2nnc3ccccc32)cc1OC | 2 | 96 | 103 | 10 | 115 | 47 | 99 | 86
Cc1ccc(SCC(=O)OCC(=O)Nc2ccc3[nH]c(=O)[nH]c3c2)cc1C | 0 | 114 | 107 | 2 | 97 | 109 | 95 | 101
CC(=O)N/C(=C/c1ccc2c(c1)OCO2)C(=O)NCCCO | 6 | 100 | 95 | 0 | 107 | 105 | 100 | 109
Cc1cccc(-c2nnn3c2nc(NCCc2ccc(S(N)(=O)=O)cc2)c2ccccc23)c1 | 0 | 91 | 92 | 14 | 101 | 92 | 95 | 95
Cc1cc(CN2CCC(n3nccc3NC(=O)c3ccccc3Cl)CC2)cc(C)c1O | 0 | 92 | 87 | -3 | 98 | 96 | 96 | 98
CCOc1ccc2nc(NC(=O)C3=NN(c4ccccc4)C(=O)CC3)sc2c1 | 0 | 100 | 86 | -13 | 97 | 90 | 101 | 92
COc1ccccc1N1CCN(C(=O)c2cc(-c3ccccc3O)on2)CC1 | 0 | 89 | 93 | 2 | 104 | 104 | 103 | 104
CN(C(=O)CN1C(=O)c2ccccc2S1(=O)=O)c1ccccc1C(=O)O | 1 | 103 | 94 | 3 | 95 | 94 | 95 | 92
CNc1ccccc1C(C)(C)c1cc(-c2cccc(Br)c2)no1 | 1 | 84 | 106 | i | 97 | 101 | 94 | 100
CCn1c(=O)c(C(=O)NCc2ccccc2OC)c(O)c2ccccc21 | 2 | 108 | 87 | -3 | 95 | 98 | 94 | 102
CC(C)c1ccc(NC(=S)Nc2ccc(OC(F)(F)F)cc2)cc1 | 0 | 106 | 103 | 31 | 87 | 93 | 93 | 85
Cc1sc(-c2cccnc2)nc1OC(=O)C1CC1 | 0 | 107 | 98 | 1 | 95 | 88 | 99 | 93
Cc1onc(-c2ccccc2)c1C(=O)NCc1ccc2c(c1)OCO2 | 1 | 96 | 97 | -3 | 101 | 100 | 93 | 99
NC(=O)c1cccc(-c2noc(-c3ccccc3F)n2)c1 | 1 | 104 | 69[may fluoresce violet] | 20 | 203*[may fluoresce violet] | 17[may fluoresce violet] | 88[may fluoresce violet] | ?
COc1ccc(N(CC(=O)NCCSC2CCCCC2)S(=O)(=O)c2ccc(C)cc2)cc1 | 0 | 96 | 99 | -8 | 94 | 103 | 95 | 88

A different layout for 2 compounds above.
> COc1ccccc1N1CCN(C(=O)c2cc(-c3ccccc3O)on2)CC1
  GRK2 inh: 0
  Yeast superoxide: 89
  LAP4 TOR yeast: 93
  VLA-4 inh: 2
  MEP2 TOR yeast: 104
  AGP1 TOR yeast: 104
  RPL19A-GFP yeast: 103
  CIT2-GFP yeast: 104
> CN(C(=O)CN1C(=O)c2ccccc2S1(=O)=O)c1ccccc1C(=O)O
  GRK2 inh: 1
  Yeast superoxide: 103
  LAP4 TOR yeast: 94
  VLA-4 inh: 3
  MEP2 TOR yeast: 95
  AGP1 TOR yeast: 94
  RPL19A-GFP yeast: 95
  CIT2-GFP yeast: 92

The list continues.
SMILES | GRK2 inh | Yeast superoxide | LAP4 TOR yeast | VLA-4 inh | MEP2 TOR yeast | AGP1 TOR yeast | RPL19A-GFP yeast | CIT2-GFP yeast
Cc1nc2cc(F)ccc2n1C1CCN(C(=O)c2c(F)cccc2F)CC1 | 0 | 96 | 100 | -4 | 90 | 100 | 94 | 107
O=C(NCCCN1CCN(CCCNC(=O)c2ccc(F)cc2)CC1)c1ccc(F)cc1 | 0 | 110 | 97 | 12 | 101 | 109 | 104 | 109
Cc1ccccc1OCC(=O)NNC(=O)C1CC(=O)N(c2ccc3c(c2)OCCO3)C1 (stereo not drawn) | 3 | 108 | 104 | 7 | 97 | 102 | 100 | 95
O=C(O)/C(=C1\OC(=O)c2ccccc21)c1ccccc1 | 0 | 105 | 97 | 12 | 105 | 107 | 107 | 99
S=C(N/N=C/c1ccccc1)N1CCOCC1 | 1 | 98 | 112 | 18 | 96 | 113 | 93 | 84
CCn1c(SCC(=O)Nc2nc3ccc(OC)cc3s2)nnc1-c1ccoc1C | 2 | 105 | 90 | 7 | 94 | 90 | 93 | 90
COC(=O)c1ccc(NC(=S)NCCc2ccc(OC)cc2)cc1 | 1 | 101 | 87 | 5 | 95 | 89 | 91 | 89
COc1ccc(NS(=O)(=O)c2ccc(NC(=S)NC(=O)C(C)C)cc2)cc1 | 2 | 99 | 98 | 15 | 97 | 105 | 101 | 106
Cn1nnc2cc(C(=O)NCc3ccco3)ccc21 | 1 | 89 | 104 | -6 | 112 | 105 | 103 | 108
Cc1cccnc1NC(=O)c1ccc(S(=O)(=O)N2CCCCC2)cc1 | 0 | 92 | 107 | 10 | 97 | 104 | 96 | 90
COc1ccc(C2(c3ccc(OC)cc3)NC(=O)N(CC(=O)Nc3ccccc3)C2=O)cc1 | 0 | 84 | 84 | 8 | 100 | 89 | 97 | 90
CCc1c(C)sc(NC(=O)C2CC(c3c(F)cccc3Cl)=NO2)c1C#N (stereo not drawn) | 32 | 103 | 95 | 12 | 105 | 102 | 108 | 104
Cc1cc(=O)n2nc(-c3ccc(C(F)(F)F)cc3)sc2n1 | 3 | 106 | 92 | 6 | 108 | 95 | 90 | 86
NC(N)=NC(N)=Nc1ccc(SC(F)(F)F)cc1 | 2 | 95 | 89 | 20 | 98 | 94 | 103 | 98
COc1ccc(N2CCN(C(=O)COC(=O)c3oc4ccccc4c3C)CC2)cc1 | 0 | 114 | 109 | 8 | 98 | 91 | 94 | 99
Cc1ccc(S(=O)(=O)N2CC3CCC2C3)cc1 (stereo not drawn) | 2 | 89 | 92 | 0 | 92 | 90 | 89 | 91
Cc1cc(C)n(C2CC(=O)N(c3cccc(Cl)c3)C2=O)n1 (stereo not drawn) | 4 | 95 | 108 | 0 | 88 | 97 | 95 | 93
O=C(NCc1ccccn1)c1ccc2c(c1)N(Cc1ccccc1)CCS2 | 0 | 92 | 105 | 1 | 106 | 108 | 110 | 103
O=C1CC(c2ccco2)CC(O)=C1C=NCCO (stereo not drawn) | 3 | 94 | ? | 12 | ? | 106 | 94 | ?
O=C(Nc1cc(Cl)ccc1Cl)c1noc2c1CCCC2 | 0 | 94 | 99 | 20 | 102 | 103 | 100 | 99
